Assay outcomes as filed in PubChem BioAssay.
EphB4 antag: EphB4-ephrin-B2 interaction antagonism | P54760 | EphB4 LBD / TNYL-RAW-Alexa532 peptide, fluorescence polarization | inhibition, % at 7 µM | 0.15% of 97,000 active | AID 720;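 active = inhibition above the screen-wide mean inhibition plus 3 SD, cut at about 15% in these data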;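 also: 0% = DMSO wells and 100% = excess unlabeled TNYL-RAW peptide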
Plk1 PBD FP: Plk1 (human) PBD binding inhibition; AID 693; inhibition, %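 (tested at about 20 µM)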; Plk1 PBD phosphopeptide binding, fluorescence polarization; 0.13% of 97,000 active; P53350; in the data active = inhibition above about 34%, passing the limit was not always enough
Target sequence (P53350 whole entry, looked up): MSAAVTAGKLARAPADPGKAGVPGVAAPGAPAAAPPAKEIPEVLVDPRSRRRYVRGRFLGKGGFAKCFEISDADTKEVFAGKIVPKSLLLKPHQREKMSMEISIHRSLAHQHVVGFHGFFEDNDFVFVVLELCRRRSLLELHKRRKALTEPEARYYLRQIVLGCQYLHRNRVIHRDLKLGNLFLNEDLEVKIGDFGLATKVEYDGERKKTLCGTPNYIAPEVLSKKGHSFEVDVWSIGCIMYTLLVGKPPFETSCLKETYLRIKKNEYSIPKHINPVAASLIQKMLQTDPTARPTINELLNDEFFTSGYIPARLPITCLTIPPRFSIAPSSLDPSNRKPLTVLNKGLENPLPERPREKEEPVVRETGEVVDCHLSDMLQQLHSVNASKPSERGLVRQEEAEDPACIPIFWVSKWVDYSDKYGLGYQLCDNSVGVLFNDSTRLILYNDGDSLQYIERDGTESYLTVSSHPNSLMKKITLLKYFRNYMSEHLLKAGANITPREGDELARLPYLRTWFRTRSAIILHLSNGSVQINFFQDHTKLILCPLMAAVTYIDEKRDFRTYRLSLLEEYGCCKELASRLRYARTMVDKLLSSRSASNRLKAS
HIV Rev-RRE inh: inhibitors of HIV-1 Rev-RRE RNA interaction | Rev peptide-RRE RNA binding, FRET | inhibition, % at 8 µM | 0.79% of 97,000 active | AID 704;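 active = inhibition above the screen-wide mean plus 3 SD, cut at about 35% in these data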;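 also: 0% = median DMSO wells and 100% = median Neomycin B control wells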
Target sequence (P05866 whole entry, looked up): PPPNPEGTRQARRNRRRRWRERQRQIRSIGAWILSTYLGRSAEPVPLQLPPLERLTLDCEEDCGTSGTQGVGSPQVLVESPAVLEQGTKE
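System: Cy5-labelled duplex RRE RNA binding fluorescein-labelled HIV Rev peptide; Signal: fluorescein-to-Cy5 FRET, 480 nm excitation; Also added: labelled Rev peptide; Compound: one concentration, 8 µM nominal; Buffer or medium: HEPES pH 7.5 salt buffer with EDTA; Read-out: % inhibition of FRET ratio versus controls; Schedule: 5 min preincubation and 15 min binding, 25 °C.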
CYP2C19 activ: increases human CYP2C19 enzyme activity; P33261; recombinant CYP2C19, luciferin-H EGE luminescence; hits give high values; 0 = fully inhibited enzyme, 1 = untreated enzyme; activation factor at 5 µM; 96,000 tested, under 10 active; AID 1025;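 active = activation factor of at least 2 at 5 µM in the primary screen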;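 also: 0 = wells with 2.5 mM tranylcypromine and 1 = vehicle-only wells; values of inactives mirror those of a sister screen read the other way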
PLAP act: human PLAP activation. purified PLAP enzyme, luminescent substrate read-out; hits give high values. 1.2% of 96,000 active. activation fold at 20 µM. P05187; in the data active = activation fold above about 2
PLK1 inh: blocks human PLK1 kinase activity; P53350; recombinant PLK1 kinase, TR-FRET peptide phosphorylation; inhibition, % at 10 µM; 0.53% of 97,000 active;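 active = inhibition of 50% or more in the single-concentration screen; inactive = inhibition below 50%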;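 also: 0% = DMSO max control and 100% = H-89 dihydrochloride min control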
CYP2C9 inh: inhibitors of human CYP2C9; P11712; CYP2C9 Supersomes, luciferin-H conversion, luminescence; inhibition, % at 5 µM; 20% of 96,000 active;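 active = blocking of liver enzyme CYP2C9 beyond about 50% at 5 µM, limit read from the data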; also: values of inactives mirror those of a sister screen read the other way
CYP2C9 activ: activators of human CYP2C9. P11712. recombinant CYP2C9, luciferin-H conversion, luminescence; hits give high values; factor 1 = untreated enzyme, 0 = blocked. activation factor at 5 µM. 1.4% of 96,000 active. AID 1024;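 active = activation factor of 2 or more for CYP2C9 at a 5 µM dose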;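 also: 0 = sulfaphenazole-blocked wells and 1 = vehicle-only wells; values of inactives mirror those of a sister screen read the other way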
CYP2C19 inhib: human CYP2C19 inhibition; P33261; CYP2C19 Supersomes, luciferin-H EGE luminescence, 30 min; inhibition, % at 5 µM; 21% of 96,000 active;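 active = CYP2C19 inhibition above a set limit at 5 µM in the primary screen, cut at about 50% in these data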;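 also: plate controls were negative control wells for no effect and 2.5 mM tranylcypromine positive control for full effect; values of inactives mirror those of a sister screen read the other way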
* hit, by the source's call; · = not tested or not shown; [ ] = remark or other dose.

Compound	EphB4 antag	Plk1 PBD FP	HIV Rev-RRE inh	CYP2C19 activ	PLAP act	PLK1 inh	CYP2C9 inh	CYP2C9 activ	CYP2C19 inhib
CN1CCN(S(=O)(=O)c2ccc(NC(=O)c3ccc(Br)s3)cc2)CC1	-1	7	-2	0.5	0.9	-1	59*	0.4	52*
CCN(CC)S(=O)(=O)c1ccc2oc(C(=O)NCc3ccc(C)cc3)c(C)c2c1	4	-23	4	0.6	1.6	-34	51*	0.5	42
CCCCOC(=O)n1c(SCC(=O)N(CC)CC)nc2ccccc21	-5	-5	4	0.6	1.1	-9	86*	0.1	39
CCC(C)(C)n1nnnc1C(c1ccccc1)N1CCc2ccccc2C1 (stereo unspecified)	-1	-18	10	0.7	1	-4	-5	1	28
O=C(CNS(=O)(=O)c1cccs1)Nc1ccc2c(c1)OCCO2	·	·	·	0.8	1.3	·	19	0.8	19
O=C(CN1CCN(C2CCCCC2)CC1)c1ccc2cc[nH]c2c1	4	-10	6	0.9	0.9	-20	14	0.9	7
O=C(CCNC(=O)c1ccccc1)OCN1C(=O)c2ccccc2C1=O	-5	-13	3	1	1.1	1	-5	1.1	-1
Cc1nc(C)c(C(=O)N/N=C/c2c[nH]c3ccccc23)s1	-3	-30	3	1	0.9	20	-20	1.2	3
CCOc1ccc(Br)cc1S(=O)(=O)N1CCCC1	3	4	0	·	·	-4	·	·	·
Cc1cccc(N2CCN(C(=O)c3cc4c(=O)n(C)c5ccccc5c4n3C)CC2)c1C	-9	-4	0	1.1	0.9	-17	-14	1.1	-8
CN(NC(=O)c1cccc(Cl)c1)c1nc(-c2ccccc2)nnc1C(F)(F)F	-3	-14	2	0.8	1	-6	18	0.8	25
C=CCn1cc(-c2ccccc2)cc(C#N)c1=O	-6	12	6	0.9	0.8	-8	3	1	14
CCOc1ccc2nc(NC(=O)CCC(=O)c3cccs3)sc2c1	-2	1	8	1	1.4	-5	2	1	3
Cc1nnc(C)c2c(C)n(C(C)c3ccccc3)c(C)c12 (stereo unspecified)	-4	-18	4	0.6	1.5	-7	47	0.5	40
CC1CCc2c(C(=O)Oc3cccc(-n4cnnn4)c3)csc2C1 (stereo unspecified)	-9	-8	10	1	1.1	5	-9	1.1	2
CN(C)c1nc(N/N=C\c2ccc(Cl)c([N+](=O)[O-])c2)nc(Nc2ccc(F)cc2)n1	-6	4	4	·	·	-4	·	·	·
Cc1cc(-c2ccccc2)nc(N(C)NC(=O)c2ccc(Cl)cc2)c1S(C)(=O)=O	-3	5	15	1	1.1	1	40	0.6	2
COc1ccc(-c2nc(-c3ccccc3)[nH]c(=O)c2C#N)cc1	3	7	6	1.2	1.3	-24	65*	0.3	-16
COc1ccccc1CC(=O)NCCc1ccc(S(N)(=O)=O)cc1	7	-6	8	·	·	-7	·	·	·
c1ccc(-n2ncc3c(N4CCN(c5ccccn5)CC4)nc(N4CCCCC4)nc32)cc1	·	·	·	0.9	1.1	·	41	0.6	11
COc1ccc(N(CC(=O)Nc2cccc(SC)c2)S(C)(=O)=O)cc1	·	·	·	0.1	1.5	·	89*	0.1	94*
CC1NC(=O)NC1CCCCC(=O)O (stereo unspecified)	·	·	·	1	0.9	·	-4	1	-4
O=C(CCc1ccccc1)Nc1cccc(NC(=O)CCc2ccccc2)c1	-1	3	5	0.5	0.7	-4	88*	0.1	45
Cc1ccccc1Cn1nc(C)c(NC(=O)c2cc3nc(-c4ccco4)cc(C(F)(F)F)n3n2)c1C	8	2	-7	1	1.4	-12	47	0.5	-4
CC(C)N1CCN(c2ccncc2S(=O)(=O)N2CCOCC2)CC1	0	-5	11	1	1.3	-3	2	1	2
CC(C)Oc1ccc(Cn2c(=O)sc3ccccc32)cc1	8	-5	18	·	·	-5	·	·	·
COc1cc(OC)c(OC)cc1C=NCC1(c2ccccc2)CCCC1	10	13	7	1	0.8	-4	-6	1.1	0
CN(c1cccc(NC(=O)c2ccccc2N(C)S(C)(=O)=O)c1)S(C)(=O)=O	-9	9	4	1	0.8	-7	-2	1	0
CCOC(=O)c1c(N)sn(-c2ccccc2)c1=S	-6	-1	1	0.8	0.9	-16	14	0.9	17
COc1cccc(-n2c(SCC(=O)NC3CCCC3)nnc2-c2ccco2)c1	-5	4	1	·	·	-4	·	·	·
Cn1nc2c(c1C(=O)O)CCCC2	6	-10	4	·	·	-9	·	·	·
Cc1ccc(S(=O)(=O)N2CCN(C(C)C(=O)N3CCCc4ccccc43)CC2)cc1 (stereo unspecified)	4	-24	5	0.7	1.3	-9	29	0.7	32
O=C(Nc1ccc2c(c1)Cc1ccccc1-2)c1cc2ccccc2o1	-7	8	-1	·	·	-2	·	·	·
CCOC(=O)CNC(=O)C(=O)c1c(O)[nH]c2ccccc12	4	32	9	1	0.8	14	-5	1	3
COC(=O)c1c2c(nc3ccccc13)CCC2	1	-1	7	0.9	0.9	-6	7	0.9	9
CCc1nc2c(C#N)c(-c3ccc(Cl)cc3)ccn2n1	0	-22	4	0.8	1.1	-11	48	0.5	21
CCCCn1c(-c2cccs2)nc2nc3ccccc3nc21	1	-2	18	0.7	1.1	-7	44	0.6	28
CCOC(=O)Nc1ccc2c(C)cc(=O)oc2c1	-4	-4	1	0.9	1	-10	-11	1.1	12
CCCC(=O)Nc1ccc(N2CCN(C(=O)c3cccs3)CC2)cc1	-8	-2	0	0.7	1.1	-16	45	0.6	28
Cc1ccc(NC(=O)Nc2nc(-c3ccc(C)s3)cs2)cc1	7	3	15	0.8	1	-8	25	0.8	18
O=C(C1=C(O)C(=O)N(CCN2CCOCC2)C1c1ccccn1)c1cccs1 (stereo unspecified)	-1	-1	5	1	1.2	4	-10	1.1	4
Cc1c(CCO)c(=O)[nH]n1C(=O)c1ccc(F)cc1	3	-25	3	0.7	1	-8	74*	0.3	28
Cc1cccc2cc(CN(CCCO)C(=O)Nc3cccc(Cl)c3)c(=O)[nH]c12	6	4	9	0.3	1.2	1	81*	0.2	71*
O=C1N=C(N2CCOCC2)CS1	8	10	8	1	1	-4	-10	1.1	-4
CC1(C)C(=O)Nc2ccccc2N1C(=O)COC(=O)CCSc1ccccc1	-1	-5	14	0.6	0.9	-12	13	0.9	42
COc1ccc2nc(NC(=O)c3cc(C)oc3C)sc2c1	7	15	-1	·	·	-7	·	·	·
Cc1ccc(S(=O)(=O)CCC(=O)O)cc1C	3	-8	3	·	·	-5	·	·	·
COc1cc(-c2cccs2)cc(=O)c2c(C)oc(C)c12	-3	-6	12	0.9	1.5	12	41	0.6	13
COc1cccc(C2C(C(=O)NCc3ccccc3)=C(C)Nc3ncnn32)c1 (stereo unspecified)	·	·	·	1	0.8	·	2	1	0
CC(NC(=O)c1ccccc1Cl)c1nnc(SCC(=O)Nc2ccc(C(=O)O)cc2)n1C (stereo unspecified)	2	2	6	·	·	-10	·	·	·
CCC(C(=O)Nc1nnc(-c2ccco2)s1)c1ccccc1 (stereo unspecified)	3	-19	4	0.8	1.1	-7	55*	0.4	25
Cc1cc2nnc(SC(C)C)n2c2ccccc12	-4	-13	5	·	·	-9	·	·	·
Oc1ccc2ccc3cccc[n+]3c2c1	6	61*	120*[fluorescence artefact?]	·	·	0	·	·	·
COc1ccc(CNC(=O)Nc2cccc3ccccc23)cc1	1	-15	1	0.1	1.1	-7	-36	1.4	89*
COc1cccc(S(=O)(=O)Nc2ccc(C(=O)N3CCN(C(=O)c4ccco4)CC3)cc2)c1	-4	-5	-3	·	·	-8	·	·	·
CC1(C)CC(=O)C=C(Nc2ccccn2)C1	8	16	10	1.1	1	-4	-8	1.1	-6
COC(=O)C(CC(C)C)NC(=O)c1ccc([N+](=O)[O-])cc1 (stereo unspecified)	1	-7	5	0.9	0.9	-7	6	0.9	10
O=C1CS/C(=C/C(=O)c2ccccc2)N1	0	-13	11	1.2	0.9	2	-18	1.2	-16
CCCn1c(NC(=O)c2ccccc2)nc2ccccc21	-3	10	11	1	1.2	-5	-22	1.2	3
Cc1ccc(NC(=O)c2ccccc2)s1	-1	2	11	0.4	0.9	-10	38	0.6	58*

The list continues:
Compound	EphB4 antag	Plk1 PBD FP	HIV Rev-RRE inh	CYP2C19 activ	PLAP act	PLK1 inh	CYP2C9 inh	CYP2C9 activ	CYP2C19 inhib
O=c1cc(O)c2c(=O)[nH]c(=O)n(-c3ccccc3)c2[nH]1	-8	-22	7	1.1	1	-9	8	0.9	-5
CCOc1ccc(C(=S)N2CCOCC2)cc1	1	-8	0	1.1	1	-5	-9	1.1	-5
CCOC(=O)c1c(C)oc2cc(Br)c(O)c(Br)c12	·	·	·	1	1.1	·	67*	0.3	-2
Cc1ccc(C(=O)CSc2nn3c(=O)c(C(C)(C)C)nnc3s2)cc1	-4	15	0	0.9	1	-10	21	0.8	14
CCOC(=O)C1=C(C)N(C)C(C)=C(C(=O)OCC)C1c1ccc(C(=O)OC)cc1	0	-7	-2	0	1.8	-5	99*	0	99*
CC(C)(C)CNc1cc(N2CCCC2)ccc1[N+](=O)[O-]	3	28	4	1	0.8	-1	29	0.7	4
CCc1nnc(NC(=O)c2ccc(S(=O)(=O)N3CCOCC3)cc2)s1	1	-4	9	1.1	1.2	31	2	1	-6
CC(=O)C1=C(C)NC(SCC(N)=O)=C(C#N)C1C (stereo unspecified)	8	20	10	1.3	0.8	-15	-31	1.3	-26
Cc1ccc(C)n1-c1ccc(-n2cnnn2)cc1	5	-13	7	0.3	1.2	-11	20	0.8	74*
CCOC(=O)C(C(=O)Nc1ccccc1C)C1CCCCC1 (stereo unspecified)	-1	-23	2	0.6	0.8	-8	24	0.8	35
